# Bim-Bcl-2: human Bim-Bcl-2 interaction inhibition | P10415 | Bead-based flow cytometry, Bim peptide-Bcl-2 binding | inhibition, % at 10 µM | hit rate 0.06% among 190,000 | AID 950; in the data active = inhibition above about 40%; inconclusive = no clear call, values can overlap the other calls;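 note: 0% = no compound wells with probe peptide and 100% = reference peptide inhibitor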
# Target sequence (P10415 whole entry, looked up): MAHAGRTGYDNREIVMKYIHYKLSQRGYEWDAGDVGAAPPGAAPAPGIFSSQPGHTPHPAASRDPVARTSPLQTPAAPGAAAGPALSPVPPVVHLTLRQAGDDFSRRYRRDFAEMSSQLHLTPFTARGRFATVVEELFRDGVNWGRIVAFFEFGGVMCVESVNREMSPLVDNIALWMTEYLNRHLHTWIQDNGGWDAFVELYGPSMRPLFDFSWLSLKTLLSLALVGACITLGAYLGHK
# Bim-Bcl-XL: inhibitors of Bim-Bcl-XL interaction, human | Q07817 | Bim peptide-Bcl-XL binding, bead flow cytometry, fluorescence | inhibition, % at 10 µM | hit rate 0.04% among 190,000
# Target sequence (Q07817 whole entry, looked up): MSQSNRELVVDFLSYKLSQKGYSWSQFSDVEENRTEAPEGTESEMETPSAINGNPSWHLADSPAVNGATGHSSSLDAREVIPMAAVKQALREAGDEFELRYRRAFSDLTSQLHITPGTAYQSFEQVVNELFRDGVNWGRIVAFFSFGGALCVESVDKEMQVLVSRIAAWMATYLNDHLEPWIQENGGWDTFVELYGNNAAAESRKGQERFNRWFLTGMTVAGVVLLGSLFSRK
# Bfl-1 Bim block: disrupts Bim binding to human Bfl-1; Q16548; Bead-based flow cytometry, Bim-Bfl-1 binding inhibition; inhibition, % at 10 µM; hit rate 0.12% among 190,000; AID 1008;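 note: 0% = wells without compound plus tracer and 100% = blocker peptide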
# Mcl-1 Bim block: inhibitors of Bim-Mcl-1 interaction, human; Q07820; Bead-based flow cytometry, Bim peptide-Mcl-1 binding; inhibition, % at 10 µM; hit rate 0.1% among 190,000; AID 1009;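 note: 0% = no compound tracer wells and 100% = peptide blocker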
# Target sequence (Q07820 whole entry, looked up): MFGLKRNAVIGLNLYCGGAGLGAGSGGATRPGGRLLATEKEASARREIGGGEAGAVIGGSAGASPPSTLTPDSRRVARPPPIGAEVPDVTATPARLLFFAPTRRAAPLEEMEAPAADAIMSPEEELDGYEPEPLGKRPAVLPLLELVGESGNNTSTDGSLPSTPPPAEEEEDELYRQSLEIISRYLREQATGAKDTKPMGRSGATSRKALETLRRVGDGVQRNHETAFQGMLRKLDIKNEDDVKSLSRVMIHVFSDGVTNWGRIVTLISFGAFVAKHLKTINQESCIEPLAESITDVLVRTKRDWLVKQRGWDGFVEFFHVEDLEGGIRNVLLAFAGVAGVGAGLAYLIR
# Bcl-B Bim block: human Bim-Bcl-B interaction inhibition. Q9HD36. bead-based flow cytometry, Bim peptide-Bcl-B binding. inhibition, % at 10 µM. hit rate 0.073% among 190,000;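 note: 0% = tracer peptide without compound and 100% = reference inhibitor peptide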
# Mcl1-Bid inh: disrupts binding of human Mcl-1 to Bid peptide | Q07820 | TR-FRET Mcl-1/Bid-Dy647 peptide binding, 1536-well | inhibition, % at 21.7 µM | hit rate 0.97% among 220,000 | AID 1021;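 active = compounds that cut the binding signal by more than half at the single screening dose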;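 note: His-tagged Mcl-1 with europium anti-His antibody binding Bid BH3 peptide; 0% = Mcl-1 plus peptide wells and 100% = peptide-only wells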
# RGS7-Gao reg: human RGS7-Galphao interaction regulation. binding response (% of control), % at 10 µM. Multiplexed bead flow cytometry, RGS7-Galphao binding; actives lie on both sides. hit rate 0.35% among 220,000. P09471; in the data active = binding response below about 49% or above about 150%; inconclusive = no clear call, values can overlap the other calls; inactive = in between;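 note: fluorescent Galphao held in activated GDP-AlF4 state binding bead-coupled RGS7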
# Bim-Bcl-W: disrupts Bim peptide binding to human Bcl-W | Q92843 | bead-based flow cytometry | inhibition, % at 10 µM | hit rate 0.02% among 190,000;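 note: 0% = bound tracer without compound and 100% = peptide blocker; higher means less fluorescent Bim peptide bound to Bcl-W beads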
# Target sequence (Q92843 whole entry, looked up): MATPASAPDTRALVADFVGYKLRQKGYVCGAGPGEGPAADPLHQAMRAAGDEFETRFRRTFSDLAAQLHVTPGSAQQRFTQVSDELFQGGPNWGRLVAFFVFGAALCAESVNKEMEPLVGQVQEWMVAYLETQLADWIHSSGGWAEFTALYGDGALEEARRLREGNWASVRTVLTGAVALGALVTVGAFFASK
# RGS4-Gao reg: modulates binding of RGS4 to human Galphao; AID 1415; binding response (% of control), % at 10 µM; Multiplexed bead flow cytometry; actives lie on both sides; hit rate 0.33% among 220,000; in the data active = binding response below about 49% or above about 150%; inactive = in between;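 note: fluorescent Galphao activated with aluminum fluoride binding bead-coupled RGS4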
# RGS8-Gao reg: modulates binding of RGS8 to human Galphao; AID 1423; hit rate 0.34% among 220,000; P09471; multiplexed bead flow cytometry; actives lie on both sides; response (percent of control binding), % at 10 µM; in the data active = response below about 60% or above about 140%; inactive = in between;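 note: Galphao activated as the GDP aluminium fluoride complex binding bead-coupled RGS8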
# GSH fluor: GSH bead compound fluorescence profile. GSH beads flow cytometry, compound fluorescence 488/530 nm; stronger effect = higher value. fluorescence (KMESF) at 10 µM. hit rate 0.25% among 190,000. AID 1776; in the data active = fluorescence above about 89;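 note: glutathione beads carrying GST-tagged Bcl family fusion proteins plus one bare bead set; values are compound well signal with DMSO vehicle wells as background; inactives centre near 16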
# An asterisk follows results filed as active; ? = inconclusive; . = no result given; & = joins results of further samples. Cut-off read from the data, not from the text of the source, unless noted: active = inhibition above about 40%.
Bim-Bcl-2,Bim-Bcl-XL,Bfl-1 Bim block,Mcl-1 Bim block,Bcl-B Bim block,Mcl1-Bid inh,RGS7-Gao reg,Bim-Bcl-W,RGS4-Gao reg,RGS8-Gao reg,GSH fluor,SMILES
7,-1,12,-3,4,13,96,-3,94,98,23,Cc1cc(C)n2c(SCC(=O)Nc3cc(C)on3)nnc2n1
-2,0,-3,1,-2,-2,96,0,99,102,70,COc1ccc(OC)c(C(=O)COC(=O)CNC(=O)C2CCCCC2)c1
0,-2,3,0,0,-40,115,-4,109,133,11,CCOc1ccccc1NC(=S)N(CCN(C)C)C(C)c1ccncc1 (stereo not drawn)
0,-4,-2,-3,-7,37,101,-2,96,86,17,COc1ccc(C(=O)/C=C/C(=O)N(CC(=O)NC2CCCCC2)Cc2ccccc2)c(O)c1
-7,-3,-11,-3,-7,-19,103,0,102,100,17,Cc1csc(SCCn2c(N3CCCC3)nc3c2c(=O)[nH]c(=O)n3C)n1
-6,-3,-14,1,-7,-22,102,0,99,103,28,CCOc1ccc(NC(=O)c2ccc3nccnc3c2)cc1
-3,0,-2,-3,1,6,102,-4,100,98,70,Cc1cc(-c2ccc3ccccc3c2)n2ncnc2n1
-4,-7,-6,-3,-4,-34,94,-5,96,99,10,CC(C)(C)C(=O)NC(=S)Nc1ccc(F)cc1
-9,-3,-10,-2,-8,-17,97,2,98,100,9,CCOc1ccc(OCC)c(NC(=O)c2[nH]c(C)c(C(C)=O)c2C)c1
-7,-6,-7,-3,-8,-6,102,-2,100,101,28,O=C(CC1COc2ccccc2O1)Nc1ccccn1 (stereo not drawn)
-7,0,-6,0,-6,-10,101,4,99,102,13,CC(=O)Nc1ccc2nc(SCC(=O)Nc3ccc(N4CCOCC4)c(Cl)c3)sc2c1
-2,0,4,-4,1,-86,101,5,104,101,15,COc1ccc(N/N=C(/C#N)S(=O)(=O)C(C)(C)C)cc1
-14,-5,-17,-5,-15,-15,94,-2,100,99,24,Nc1nc(COc2ccc3ccccc3c2)cs1
-7,-4,-9,0,-6,-10,106,3,105,105,27,COc1cccc2c(=O)n(CC(=O)N3CCC(C)CC3)ccc12
0,0,1,2,4,-24,105,4,113,101,13,c1ccc(Oc2cccc(CN3CCCCC3)c2)cc1
-1,3,-8,3,3,-12,103,1,102,104,8,CCCS(=O)(=O)c1c(S(=O)(=O)CCC)c2ccc(C(N)=O)cn2c1C(=O)OC
-5,-1,-7,0,-8,-23,.,3,.,.,15,O=C(c1nn2c(C(F)(F)F)cc(-c3ccco3)nc2c1Br)N1CCCc2ccccc21
-2,-2,-7,1,-6,-6,105,-5,105,105,25,CS(=O)(=O)Nc1ccc(S(=O)(=O)N2CCCC2)cc1
-7,6,-10,0,-4,-19,101,1,99,99,44,COc1nc(OC)nc(N2CCC(C(=O)Nc3cccc4ccccc34)CC2)n1
-2,-4,-2,0,-2,-35,102,0,104,100,11,COc1ccc(OC)c(S(=O)(=O)NC(C)(C)C)c1
-1,-1,0,0,-4,-14,89,0,95,95,14,CC(C(=O)O)N1C(=O)CSc2ncccc21 (stereo not drawn)
2,1,-3,0,-4,-31,?,0,104,104,17,COCCNC(=O)NC(=O)COC(=O)c1ccc2[nH]c3c(c2c1)CCCC3
2,-1,-3,3,0,3,93,4,98,98,14,O=C(CSc1nnc(SCc2cccc3ccccc23)s1)Nc1ccc(C(=O)O)cc1
-4,0,0,-1,-1,14,102,1,105,98,15,O=c1[nH][nH]c(-c2ccccc2)c1C=Nc1cccc(Cl)c1
-8,-4,-10,-2,-7,-11,103,1,92,94,11,O=C1N/C(=N\N=C\c2cccnc2)SC1Cc1ccc(SC(F)F)cc1 (stereo not drawn)
-10,0,-13,-4,-4,-27,98,-2,102,103,35,COc1cccc(NC(=O)N2CCN(c3cccc(C)c3C)CC2)c1
-5,-6,-10,0,-1,-22,98,1,101,101,18,CCC(C)Sc1nc2c([nH]c3ccccc32)c(=O)n1C (stereo not drawn)
-8,-10,-12,0,-6,-24,98,0,103,101,15,COc1ccc(-c2cc(C(F)(F)F)n3nc(C(=O)N4CCCC4)cc3n2)cc1
-4,-3,-7,-2,-2,1,98,-1,100,100,8,COc1ccc(N2CC(NC(=O)N3CCc4ccccc43)CC2=O)cc1OC (stereo not drawn)
2,-1,6,-4,2,-7,106,-4,102,98,58,CC(NS(=O)(=O)c1ccc(F)cc1)C(c1cccs1)N1CCN(C)CC1 (stereo not drawn)
-6,-1,-7,2,-8,7,96,4,101,99,10,COc1ccc(NC(=O)CSc2nnc(CN3CCOCC3)n2-c2ccccc2)cc1Cl
-1,-2,-2,0,-1,-37,94,0,90,99,29,C=C(C)CSc1nnc2n(Cc3ccccc3)c(=O)c3c4c(sc3n12)CCC4
-3,-14,-12,-6,-14,-3,105,-8,101,100,19,Cc1ccccc1-n1c(=O)[nH]c(=O)c2c(N)c(C(=O)c3ccc(Cl)cc3)sc21
-4,0,2,0,3,0,106,1,109,110,23,CSc1nc(NCc2ccccc2)c2c3c(sc2n1)CN(C)CC3
-8,1,-13,-2,-7,-23,96,0,103,103,26,O=C1CC2CS(=O)(=O)CC2N1c1ccc(Oc2ccccc2)cc1 (stereo not drawn)
-5,-3,-7,0,-1,-37,101,0,102,102,14,CCOc1ccccc1NC(=O)CSc1nc2c(c(=O)n1C)SC(C)C2 (stereo not drawn)
-5,-2,-4,-2,-6,-7,105,-4,100,101,13,COc1ccc(N(CC(=O)N/N=C/c2ccc3c(c2)OCO3)S(=O)(=O)c2ccccc2)cc1
-8,-5,-10,-2,-6,-24,102,-2,100,98,13,O=C(NCc1ccc(Cl)cc1)C1CCCN(S(=O)(=O)c2cnc[nH]2)C1 (stereo not drawn)
2,1,3,0,1,3,99,-1,100,102,12,CCC(C)C(NC(=O)C(CC(C)C)NC(=O)C(CO)NC(=O)C1CCC(=O)N1)C(=O)OC (stereo not drawn)
0,-2,-9,0,-6,-15,100,-5,96,100,8,COc1ccc(NC(=O)CNC(=O)Cn2c(C)cc3ccccc3c2=O)cc1OC
0,-1,0,0,-11,4,102,-1,102,102,15,Cc1cc(C(C)(C)C)cc(C)c1Cn1c2[n+](c3ccc(C(F)(F)F)cc31)CCCCC2
-1,-2,0,0,-1,-95,104,2,105,106,11,CCNC(=S)N/N=C/c1ccco1
4,2,6,2,-9,-37,91,3,97,103,26,COC(=O)C1=C(C)NC(=O)/C1=C\c1ccc2c(c1)OCO2
0,0,-4,2,0,-28,?,1,100,98,14,N#Cc1ncn(-c2ccc(Oc3ccccc3)cc2)c1N
0,-1,0,1,0,-6,103,0,102,102,8,Cc1ccc([N+](=O)[O-])cc1N=C(c1cccc([N+](=O)[O-])c1)N1CCOCC1
-4,-1,-9,-2,-5,-63,103,-3,101,102,10,S=C(c1c[nH]c2ccccc12)N1CCCC1
-4,-2,0,0,0,-11,101,0,97,101,9,O=C(Nc1ncc2c(n1)-c1ccccc1OC2)c1ccccc1Cl
-7,-3,-12,0,-6,-34,99,-1,102,98,22,Cc1occc1C(=O)Nc1ccc(S(=O)(=O)N2CCCC2)cc1
-10,-6,-16,-5,-8,-6,103,-4,102,102,35,O=C(CSc1ccccc1)Nc1ccc(S(=O)(=O)NCC2CCCO2)cc1 (stereo not drawn)
-1,0,-4,0,-5,-11,105,0,99,102,20,Nc1ccc(OCc2ccco2)cc1

# In a second layout: 15 of the compounds above
# Below each SMILES: Bim-Bcl-2 | Bim-Bcl-XL | Bfl-1 Bim block | Mcl-1 Bim block | Bcl-B Bim block | Mcl1-Bid inh | RGS7-Gao reg | Bim-Bcl-W | RGS4-Gao reg | RGS8-Gao reg | GSH fluor
C=C(C)CSc1nnc2n(Cc3ccccc3)c(=O)c3c4c(sc3n12)CCC4
→ -1 | -2 | -2 | 0 | -1 | -37 | 94 | 0 | 90 | 99 | 29
Cc1ccccc1-n1c(=O)[nH]c(=O)c2c(N)c(C(=O)c3ccc(Cl)cc3)sc21
→ -3 | -14 | -12 | -6 | -14 | -3 | 105 | -8 | 101 | 100 | 19
CSc1nc(NCc2ccccc2)c2c3c(sc2n1)CN(C)CC3
→ -4 | 0 | 2 | 0 | 3 | 0 | 106 | 1 | 109 | 110 | 23
O=C1CC2CS(=O)(=O)CC2N1c1ccc(Oc2ccccc2)cc1 (stereo not drawn)
→ -8 | 1 | -13 | -2 | -7 | -23 | 96 | 0 | 103 | 103 | 26
CCOc1ccccc1NC(=O)CSc1nc2c(c(=O)n1C)SC(C)C2 (stereo not drawn)
→ -5 | -3 | -7 | 0 | -1 | -37 | 101 | 0 | 102 | 102 | 14
COc1ccc(N(CC(=O)N/N=C/c2ccc3c(c2)OCO3)S(=O)(=O)c2ccccc2)cc1
→ -5 | -2 | -4 | -2 | -6 | -7 | 105 | -4 | 100 | 101 | 13
O=C(NCc1ccc(Cl)cc1)C1CCCN(S(=O)(=O)c2cnc[nH]2)C1 (stereo not drawn)
→ -8 | -5 | -10 | -2 | -6 | -24 | 102 | -2 | 100 | 98 | 13
CCC(C)C(NC(=O)C(CC(C)C)NC(=O)C(CO)NC(=O)C1CCC(=O)N1)C(=O)OC (stereo not drawn)
→ 2 | 1 | 3 | 0 | 1 | 3 | 99 | -1 | 100 | 102 | 12
COc1ccc(NC(=O)CNC(=O)Cn2c(C)cc3ccccc3c2=O)cc1OC
→ 0 | -2 | -9 | 0 | -6 | -15 | 100 | -5 | 96 | 100 | 8
Cc1cc(C(C)(C)C)cc(C)c1Cn1c2[n+](c3ccc(C(F)(F)F)cc31)CCCCC2
→ 0 | -1 | 0 | 0 | -11 | 4 | 102 | -1 | 102 | 102 | 15
CCNC(=S)N/N=C/c1ccco1
→ -1 | -2 | 0 | 0 | -1 | -95 | 104 | 2 | 105 | 106 | 11
COC(=O)C1=C(C)NC(=O)/C1=C\c1ccc2c(c1)OCO2
→ 4 | 2 | 6 | 2 | -9 | -37 | 91 | 3 | 97 | 103 | 26
N#Cc1ncn(-c2ccc(Oc3ccccc3)cc2)c1N
→ 0 | 0 | -4 | 2 | 0 | -28 | ? | 1 | 100 | 98 | 14
Cc1ccc([N+](=O)[O-])cc1N=C(c1cccc([N+](=O)[O-])c1)N1CCOCC1
→ 0 | -1 | 0 | 1 | 0 | -6 | 103 | 0 | 102 | 102 | 8
S=C(c1c[nH]c2ccccc12)N1CCCC1
→ -4 | -1 | -9 | -2 | -5 | -63 | 103 | -3 | 101 | 102 | 10

# (further entries)
Bim-Bcl-2,Bim-Bcl-XL,Bfl-1 Bim block,Mcl-1 Bim block,Bcl-B Bim block,Mcl1-Bid inh,RGS7-Gao reg,Bim-Bcl-W,RGS4-Gao reg,RGS8-Gao reg,GSH fluor,SMILES
-7,0,-13,1,-6,-41,99,1,101,102,5,COCc1[nH]nc2c1C(c1ccc(OC)cc1)C(C#N)=C(N)O2 (stereo not drawn)
-7,-6,-11,0,-8,-28,101,1,102,101,23,Cc1ccn2cc(CCNC(=O)c3ccc(Br)o3)nc2c1
-1,-11,14,-7,-38,-11,106,0,104,100,13,COc1cc(/C=C/C(=O)Nc2cc(S(=O)(=O)N3CCOCC3)ccc2N2CCCC2)cc(OC)c1OC
0&0,-3&-3,-2&0,-5&1,-6&-3,0&3,96&127,-3&0,96&141,105&116,25&10,CCOc1c(C)cc(-c2ncccc2O)cc1C
-1,-9,-5,-4,-5,2,100,-4,100,100,18,Cc1ccc2oc(-c3cccc(NC(=O)c4cc(-n5cnnc5)ccc4Cl)c3)nc2c1
-14,-6,-14,-4,-13,-15,104,0,103,107,33,COc1cc(OC)cc(C(C(=O)NCc2ccccc2)N(Cc2ccco2)C(=O)c2ccno2)c1 (stereo not drawn)
-7,0,-10,1,-5,0,?,-2,102,101,17,COc1ccccc1OS(=O)(=O)c1ccc(NC(C)=O)cc1
